Glyco luc inh: blocks N-linked glycosylation in D54 reporter cells; D54 ERlucT glycosylation luciferase reporter, 24 h; percent of 100 nM tunicamycin response; reporter increase, % at 12.5 µM; 0.23% of 360,000 active; AID 588692;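 active means mean luciferase reporter signal, scaled so untreated is 0 and the glycosylation-blocking control 100, at or above a set limit in every replicate; inconclusive means mean reaches the limit but not every replicate does; inactive means mean below the limit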;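 further: luciferase carries N-glycosylation sites so blocking glycosylation raises the light; 0% = median of neutral control wells and 100% = median of 100 nM tunicamycin wells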
MC4R antag cAMP: antagonists of human melanocortin 4 receptor (MC4R); MC4R-expressing cells, MTII-stimulated cAMP, LANCE TR-FRET; 0.48% of 360,000 active; P32245; inhibition, % at 6.5 µM;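 active means inhibition above its plate's cutoff, the mean of tested wells on that plate plus 3 SD, cut at about 29% in these data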;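 further: 0% = Melanotan II alone and 100% = Melanotan II plus saturating MCL0020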
Target sequence (P32245 whole entry, looked up): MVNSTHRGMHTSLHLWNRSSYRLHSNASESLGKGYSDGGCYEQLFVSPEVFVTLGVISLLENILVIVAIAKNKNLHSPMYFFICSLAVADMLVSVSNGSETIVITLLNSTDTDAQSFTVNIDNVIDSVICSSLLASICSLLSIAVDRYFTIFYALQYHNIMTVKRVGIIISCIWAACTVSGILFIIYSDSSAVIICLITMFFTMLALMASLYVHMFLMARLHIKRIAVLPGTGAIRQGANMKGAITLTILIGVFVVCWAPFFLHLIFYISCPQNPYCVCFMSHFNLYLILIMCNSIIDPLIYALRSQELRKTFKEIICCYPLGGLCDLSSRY
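System – human MC4R-expressing U2OS cells · Also added – Melanotan II · Dosing – one concentration, 6.5 µM nominal · Timing – 30-min compound, 1-h challenge, 1-h detection, room temperature · Measured by – Eu-cAMP/anti-cAMP TR-FRET, emission 671 nm · Replicates – singlicate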
MC4R barr agon: human MC4R agonism via beta-arrestin | AID 540308 | P32245 | activation, % at 8.9 µM | 0.98% of 360,000 active | U2OS MC4R beta-arrestin complementation, luminescence; percent of melanotan II response, DMSO zero;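 active means activation above a per-plate cutoff, the mean activation of sample wells on that plate plus 3 SD, cut at about 8% in these data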
m5-HT2A agonist: activates the mouse 5-HT2A serotonin receptor; CHO-K1 mHTR2A beta-arrestin complementation, luminescence; percent of 30 µM serotonin response; 0.66% of 360,000 active; P35363; activation, % at 7.6 µM;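 active means activation above a run cutoff, the mean activation of all tested compounds plus 3 SD, cut at about 14% in these data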;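 further: 0% = plate median of compound wells and 100% = 30 µM serotonin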
aDG glyco act: alpha-DG glycosylation activation; 0.22% of 360,000 active; Pro5-aDG cells, alpha-DG glycosylation AlphaScreen (IIH6); 0% Pro5, 100% B10-LARGE cell signal; activation, % at 10 µM;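 active means activation of at least 8% versus controls, or a plate z-score of at least 8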;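 further: Pro5 are CHO cells carrying HIG-tagged alpha-DG that lacks glycosylation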
Vif imaging: inhibitors of HIV Vif. 0.35% of 340,000 active. HEK293T cells, Vif self-association by quenched fluorescence, imaging, 24 h. inhibition, % at 7.49 µM; in the data active means inhibition above about 50%, passing the limit was not always enough; inconclusive means no clear call, values can overlap the other calls; inactive means below about 31%; further: some results filed as inactive read as strong as hits
CaV13 FRET inh: Disruptors of the CACNA1D IQ motif to Ca2+-dependent inactivation inhibitor domain association, primary screening, Förster resonance energy transfer in intact living …; 0.098% of 340,000 active; HEK cells, CFP/YFP FRET ICDI-IQ, plate reader, 10 min; percent FRET-ratio fall versus neutral wells; AID 743397; inhibition, % at 12.3 µM;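 active means mean replicate inhibition of at least 30% and at least 1% of replicates passing that level; inconclusive means only one of the two criteria is met; inactive means neither criterion is met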;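 further: 0% = median of the neutral control wells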
PDI inh: PDI (human) enzyme inhibition. PDI insulin aggregation turbidity, A650, 90 min. inhibition, % at 10 µM. 0.052% of 350,000 active;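 active means mean inhibition across replicates of 30% or more, whatever share of single replicates reach that level; inconclusive means mean inhibition below 30% while every single replicate reaches 30%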;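 further: absorbance from insulin aggregation driven by PDI reduction with DTT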
Target sequence (P07237 whole entry, looked up): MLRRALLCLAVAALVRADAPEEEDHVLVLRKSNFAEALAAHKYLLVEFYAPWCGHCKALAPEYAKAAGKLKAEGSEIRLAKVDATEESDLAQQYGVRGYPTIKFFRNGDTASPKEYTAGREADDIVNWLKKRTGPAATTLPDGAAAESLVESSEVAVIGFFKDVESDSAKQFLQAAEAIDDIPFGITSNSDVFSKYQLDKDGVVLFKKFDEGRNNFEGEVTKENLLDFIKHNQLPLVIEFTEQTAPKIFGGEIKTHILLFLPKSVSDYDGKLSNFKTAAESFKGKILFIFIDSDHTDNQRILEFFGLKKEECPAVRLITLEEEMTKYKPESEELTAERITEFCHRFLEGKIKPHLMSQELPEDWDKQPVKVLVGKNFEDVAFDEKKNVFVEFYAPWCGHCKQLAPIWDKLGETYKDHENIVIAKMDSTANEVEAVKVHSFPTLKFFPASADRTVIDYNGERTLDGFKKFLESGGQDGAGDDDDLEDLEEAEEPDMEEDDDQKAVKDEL
Cardio protect: protects H9c2 cardiomyocytes from peroxide injury. H2O2 injury protection, ATPLite, 2 h. protection from H2O2 cell death, % at 20 µM. 0.63% of 360,000 active;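 active means compounds giving at least 50% protection of heart cells from peroxide-induced death in the single-dose screen, raw or plate-pattern-corrected value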;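 further: 0% = DMSO wells with peroxide and 100% = DMSO wells without peroxide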
ABCB6 inh MLPCN: human ABCB6 transporter inhibition; Q9NP58; K562-ABCB6 porphyrin accumulation, flow cytometry, 1 h; active compounds read low; fluorescence ratio to DMSO, % at 10 µM; 0.19% of 360,000 active;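 active means fluorescence ratio to DMSO below 75%, the collection mean minus 3 SD; inconclusive means too few cells collected in the well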;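 further: signal is porphyrin accumulated inside mitochondria; 100% equals median channel fluorescence of DMSO control wells; lower ratio means ABCB6 inhibition with less porphyrin fluorescence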
Active calls of the source: *; ? = inconclusive; / = no result given.

SMILES	Glyco luc inh	MC4R antag cAMP	MC4R barr agon	m5-HT2A agonist	aDG glyco act	Vif imaging	CaV13 FRET inh	PDI inh	Cardio protect	ABCB6 inh MLPCN
CCOc1ccccc1CN1CCC(n2nccc2NC(=O)CCc2ccccc2)CC1	-4	13	-1.0	-6	1.5	-20	-11	0	3	95
CC1CCCCC1NC(=O)COC(=O)c1ccc2c(c1Cl)C(=O)c1ccccc1C2=O (stereo unspecified)	2	9	1.6	4	-0.2	21	-5	-7	-10	89
Cn1c(C(=O)NCC2CCCO2)cc2oc3ccccc3c21 (stereo unspecified)	-3	14	-1.9	0	0.0	-5	-4	-4	-2	122
N#CC1=C(c2ccccc2)/C(=C/c2ccccc2)OC1=O	?	14	1.4	-1	-0.6	2	-6	-6	-15	107
Cc1ccc(NC(=O)CS(=O)CC(=O)N(C(C)C(=O)NC2CCCCC2)C(C)(C)C)cc1 (stereo unspecified)	0	10	-1.6	0	0.1	4	-5	-12	6	96
O=C(NC1CCCCC1)C1CCCN1C(=O)NCc1ccccc1 (stereo unspecified)	8	6	0.6	1	0.5	1	-4	3	6	97
O=C(NC(=S)Nc1ccc2oc(=O)ccc2c1)c1cccc(F)c1	1	4	-3.1	-1	0.2	?	-1	-6	-3	96
COC(=O)c1sccc1NC(=O)CC1C(=O)NCCN1C(=O)Nc1ccc(C(F)(F)F)cc1 (stereo unspecified)	8	1	-0.7	-3	0.0	-3	-19	10	-3	96
CCN(C(=O)COC(=O)Cn1cnc2c1c(=O)n(C)c(=O)n2C)C1CCS(=O)(=O)C1 (stereo unspecified)	1	-5	1.5	-1	-0.2	17	-9	7	-1	109
COc1ccccc1C(=O)N1CCN(c2cccc(Cl)c2)CC1	7	-8	-2.0	-9	0.8	11	0	-5	0	99
O=C(CSc1ccc(-c2cccnc2)nn1)N1CCCCCC1	0	-2	-1.4	-2	0.1	7	-6	3	8	93
Cc1cc(NC(=O)Nc2cccc(C)c2C)no1	-1	-6	-0.9	4	-0.1	-4	-7	-8	1	102
OCC[C@@H]1C[C@H](O)[C@@H](O)[C@]2(OCc3cc(C(F)(F)F)ccc32)O1	1	/	/	2	0.3	3	/	/	2	97
CC1CCN(C(=O)Cn2cc(C(=O)c3ccco3)c3ccccc32)CC1	1	-5	1.2	-3	-0.1	11	/	3	-1	97
CCc1ccc2nc3sc(C(=O)O)cc3cc2c1	3	2	-0.4	7	-0.1	-7	-7	-9	-11	101
CCOc1ccc(OCCC(=O)OCC(=O)Nc2ccc3c(c2)OCCO3)cc1	1	-3	-1.8	13	0.1	-2	-1	-6	3	99
CSCCC(NS(=O)(=O)/C=C/c1ccccc1)C(=O)NCCc1ccc(S(N)(=O)=O)cc1 (stereo unspecified)	-1	-6	0.7	3	-0.1	5	-5	-2	1	104
O=S(=O)(c1cc(F)ccc1F)N1CCC2(CC1)OCCN2S(=O)(=O)c1ccccc1	-2	1	-3.5	1	0.0	-9	-6	-4	-3	100
CCOC(=O)CSc1[nH]c(=O)cc(C)c1C#N	1	1	-1.4	6	-0.1	-2	-5	2	3	94
O=C(c1cc2c(s1)-c1ccccc1OC2)N1CCN(c2ccccn2)CC1	0	9	0.5	-1	0.1	1	-4	/	2	96
O=C(CSc1nnc(-c2ccc(S(=O)(=O)N3CCCC3)cc2)o1)NCC1CCCO1 (stereo unspecified)	1	-5	-1.4	0	-0.2	0	-4	3	2	102
O=c1c2cn[nH]c2[nH]c(=S)n1-c1cccc2ccccc12	-2	11	-3.5	-4	-0.2	4	-3	0	-2	97
COc1ccc(C2=NCN(c3ccc(C)cc3)C(=S)N2)cc1	0	7	-1.2	-1	0.4	/	/	-3	0	97
CN(C)S(=O)(=O)c1ccc(NC(=O)CN2C(=O)NC3(CCCC3)C2=O)cc1	2	2	2.1	3	-0.1	-5	-2	2	-2	101
Cc1cc(NC(=O)C23CC4CC(C2)CC(n2cnc([N+](=O)[O-])n2)(C4)C3)no1	4	-3	-0.2	0	0.0	-17	-4	-6	6	108
O=C(Nc1ccc(OCC(=O)N2CCOCC2)cc1)c1cncc(Br)c1	-6	6	0.1	3	0.4	-1	-16	1	5	101
N#Cc1cc(N2CCOCC2)nc2ccccc12	4	-3	1.1	-5	1.2	19	-4	6	-3	99
CCOC(=O)C1CCCN(C(=O)c2ccc(Cl)c(S(=O)(=O)N3CCc4ccccc43)c2)C1 (stereo unspecified)	0	11	1.0	-3	0.4	-9	-14	-3	-1	92
Cn1cccc1C(=O)NC(=O)COC(=O)CNC(=O)c1ccc(Cl)cc1Cl	4	17	-1.0	-2	0.0	16	/	-1	-5	122
COC(=O)[C@H]1C[C@H](OC(=O)NC2CC2)[C@@]2(O)CN(S(=O)(=O)c3ccc(C)cc3)CC2[C@H]1C(=O)OC (stereo partly specified)	2	4	0.3	3	0.0	-6	-6	-4	17	100
Cc1nn(Cc2c(F)cccc2Cl)c(C)c1NC(=O)C1CC1	0	-7	3.2	1	0.0	0	-4	-1	14	98
CCN(CC)S(=O)(=O)c1ccc(S(=O)(=O)NCC2CCCO2)cc1 (stereo unspecified)	2	0	-0.8	-4	0.0	41	-2	-8	4	100
Cc1cccc(N(C(=O)c2snc(C(N)=O)c2N)C(C)C(=O)NCC2CCCO2)c1 (stereo unspecified)	0	-2	-0.4	0	0.4	-5	-5	-6	-1	95
CC(C)=CCCC1=CCC2C(=O)NNC(=O)C2C1 (stereo unspecified)	-3	5	-2.0	-4	-0.3	0	-5	15	9	98
O=C1CC(c2ccco2)CC(O)=C1C=NCCN1CCN(C(=O)Nc2ccc(Cl)cc2)CC1 (stereo unspecified)	1	-3	-2.5	3	-0.2	-8	-5	-15	1	94
N#Cc1ccccc1OCC(=O)NC1CCCCC1	-1	1	-1.3	-7	-0.2	3	-11	-3	3	93
CCCCN(C(=O)c1ccc(-n2nc(C)cc2C)cc1)c1c(N)n(CCC)c(=O)[nH]c1=O	2	-1	-0.9	0	0.3	0	-4	-5	8	96
Cc1nnc(SC(C(=O)Nc2ccc(Cl)c([N+](=O)[O-])c2)c2ccccc2)[nH]c1=O (stereo unspecified)	-1	11	-0.6	3	0.0	-6	5	4	2	98
Cc1cccc(Cn2nc(C(C)(C)C)cc2C(=O)N2CCOCC2)c1	0	4	-2.0	6	0.0	-3	-19	11	1	101
O=C(COc1ccc(S(=O)(=O)NC2CCCCC2)cc1)NCc1cccnc1	-3	6	0.1	0	0.2	-7	-9	0	-2	94
Cc1ccc(S(=O)(=O)Nc2c(C)nn(C)c2C)cc1	-1	15	-2.9	-1	-0.1	3	-9	-2	6	101
CN1/C(=C/C(=O)c2cccs2)Sc2ccccc21	-8	3	-1.4	-4	0.4	-7	0	-2	-15	93
COc1ccc(S(=O)(=O)n2nc(OC(C)=O)cc2N(C(C)=O)C(C)=O)cc1	-1	4	1.4	-1	-0.1	-5	14	8	-7	99
Cc1nnc(SCc2ccc(C(=O)Nc3cc(Cl)ccc3C)cc2)s1	-2	-2	-0.9	-4	0.3	0	-2	-3	-7	89
O=C(Nc1ccc(OC(F)F)cc1)c1cc(S(=O)(=O)N2CCOCC2)ccc1N1CCCC1	3	5	-0.3	-2	-0.2	8	-14	1	4	90

For reference, some entries already given:
SMILES	Glyco luc inh	MC4R antag cAMP	MC4R barr agon	m5-HT2A agonist	aDG glyco act	Vif imaging	CaV13 FRET inh	PDI inh	Cardio protect	ABCB6 inh MLPCN
Cc1nn(Cc2c(F)cccc2Cl)c(C)c1NC(=O)C1CC1	0	-7	3.2	1	0.0	0	-4	-1	14	98
CCN(CC)S(=O)(=O)c1ccc(S(=O)(=O)NCC2CCCO2)cc1 (stereo unspecified)	2	0	-0.8	-4	0.0	41	-2	-8	4	100
Cc1cccc(N(C(=O)c2snc(C(N)=O)c2N)C(C)C(=O)NCC2CCCO2)c1 (stereo unspecified)	0	-2	-0.4	0	0.4	-5	-5	-6	-1	95
CC(C)=CCCC1=CCC2C(=O)NNC(=O)C2C1 (stereo unspecified)	-3	5	-2.0	-4	-0.3	0	-5	15	9	98
O=C1CC(c2ccco2)CC(O)=C1C=NCCN1CCN(C(=O)Nc2ccc(Cl)cc2)CC1 (stereo unspecified)	1	-3	-2.5	3	-0.2	-8	-5	-15	1	94
N#Cc1ccccc1OCC(=O)NC1CCCCC1	-1	1	-1.3	-7	-0.2	3	-11	-3	3	93
CCCCN(C(=O)c1ccc(-n2nc(C)cc2C)cc1)c1c(N)n(CCC)c(=O)[nH]c1=O	2	-1	-0.9	0	0.3	0	-4	-5	8	96
Cc1nnc(SC(C(=O)Nc2ccc(Cl)c([N+](=O)[O-])c2)c2ccccc2)[nH]c1=O (stereo unspecified)	-1	11	-0.6	3	0.0	-6	5	4	2	98
Cc1cccc(Cn2nc(C(C)(C)C)cc2C(=O)N2CCOCC2)c1	0	4	-2.0	6	0.0	-3	-19	11	1	101
O=C(COc1ccc(S(=O)(=O)NC2CCCCC2)cc1)NCc1cccnc1	-3	6	0.1	0	0.2	-7	-9	0	-2	94
Cc1ccc(S(=O)(=O)Nc2c(C)nn(C)c2C)cc1	-1	15	-2.9	-1	-0.1	3	-9	-2	6	101
CN1/C(=C/C(=O)c2cccs2)Sc2ccccc21	-8	3	-1.4	-4	0.4	-7	0	-2	-15	93

New compounds follow
SMILES	Glyco luc inh	MC4R antag cAMP	MC4R barr agon	m5-HT2A agonist	aDG glyco act	Vif imaging	CaV13 FRET inh	PDI inh	Cardio protect	ABCB6 inh MLPCN
Cc1nccn1-c1ccc(NC(=O)[C@H]2O[C@@H](n3ccc(=O)[nH]c3=O)[C@H](O)[C@@H]2O)cc1	/	/	/	2	0.0	/	-7	/	/	99
CC(=O)c1ccc(S(=O)(=O)N2CCCC(N(C)CCc3ccccn3)C2)cc1 (stereo unspecified)	0	-3	-2.2	3	0.1	-19	-7	9	1	103
CC(C)(C)n1nnnc1C(c1ccccc1OC(F)(F)F)N1CCN(C/C=C/c2ccccc2)CC1 (stereo unspecified)	-7	/	/	-5	-0.4	/	-5	/	-7	95
CCCC(=O)Nc1ccc(C(=O)NNC(=S)NC(=O)c2cccs2)cc1	1	6	-0.9	4	-0.2	2	-5	7	9	96
